# Mtb RmlCD inh = M. tuberculosis RmlC/RmlD coupled enzyme inhibitors, primary screen, biochemical, compound mixtures, 384-well, from 1536-well plates; dTDP-4-dehydrorhamnose reductase (Mycobacterium tuberculosis (strain ATCC 25618 / H37Rv)) …; RmlC+RmlD coupled enzyme assay, percent inhibition; primary screen in compound mixtures; inhibition, % at 3.6 µM; 160,000 compounds, 0.03% hits; AID 1533, 2009; in the data active = inhibition mostly above about 34%, no sharp cut-off; inconclusive = no clear call, values can overlap the other calls; inactive = mostly below about 22%; note: some results filed as inactive read as strong as hits
# Target sequence (P9WH09 whole entry, looked up): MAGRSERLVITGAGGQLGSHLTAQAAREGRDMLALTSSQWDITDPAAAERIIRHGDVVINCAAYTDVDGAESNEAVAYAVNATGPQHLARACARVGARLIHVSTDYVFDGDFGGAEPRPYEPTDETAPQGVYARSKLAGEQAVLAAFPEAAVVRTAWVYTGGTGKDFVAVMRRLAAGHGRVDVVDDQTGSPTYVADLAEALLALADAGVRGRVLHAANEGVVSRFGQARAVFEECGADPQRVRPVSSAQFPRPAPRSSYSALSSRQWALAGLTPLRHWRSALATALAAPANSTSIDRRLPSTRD
# Target sequence (P9WH11 whole entry, looked up): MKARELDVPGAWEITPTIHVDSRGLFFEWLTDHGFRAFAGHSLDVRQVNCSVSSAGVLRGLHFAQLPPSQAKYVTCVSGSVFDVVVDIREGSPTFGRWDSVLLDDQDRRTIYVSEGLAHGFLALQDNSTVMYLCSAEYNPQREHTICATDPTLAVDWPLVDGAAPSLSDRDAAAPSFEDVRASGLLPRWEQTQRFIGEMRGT
# M. tuberculosis GlmU = inhibition of mycobacterial GlmU enzyme – biochemical, glucosamine-1-phosphate acetyltransferase (AID 1376). Bifunctional protein GlmU (Mycobacterium tuberculosis (strain ATCC 25618 / H37Rv)). M. tuberculosis GlmU acetyltransferase enzyme assay; higher % means a stronger effect. inhibition, %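 (tested at 30 µM in the primary screen)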, or IC50 in µM where a hit was titrated. 220,000 compounds, 0.25% hits; in the data active = inhibition above about 13%; inconclusive = no clear call, values can overlap the other calls;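 note: 0% = complete reaction with vehicle and 100% = reaction without substrate; strong numbers were not always called active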
# The depositor's hits bear a star; ? = inconclusive; nt = no result given. Not all compounds are listed; the hit share may differ from the screen's.
smiles,M. tuberculosis GlmU,Mtb RmlCD inh
COc1ccccc1/C=C/C=N/NC(=O)c1cc(-c2ccco2)[nH]n1,2.1%,69.9
O=C1c2[nH]nc(-c3ccccc3O)c2C(c2ccc(F)cc2)N1Cc1ccco1 (centres undefined),-3.5%,nt
COCCSc1nnc(-c2cnccn2)o1,0.8%,nt
COC(=O)C1CCN(C(c2ccc(OC)c(OC)c2)c2sc3nc(C)nn3c2O)CC1 (centres undefined),2.5%,6.7
O=C(/C=N/O)Nc1ccccc1,?,nt
Cc1ccc(C)c(NC(=O)CCc2ccc(S(=O)(=O)NC3CCCCC3)cc2)c1,6.4%,8.6
CN1CCN(S(=O)(=O)c2ccc(NC(=O)COc3ccccc3)cc2)CC1,nt,8.0
NS(=O)(=O)c1ccc(NC(=S)NC(=O)c2ccc3c(c2)OCO3)cc1,-2.3%,22.2
COC(=O)CNC(=O)CSc1nnc(C)c(=O)[nH]1,1.3%,6.5
COc1cc(OC)c(C2N(c3ccc(Cl)cc3)C(=O)C3CCCN32)cc1OC (centres undefined),-1.2%,8.9
CC1(C)CC2(CCO1)CNC(=O)O2 (centres undefined),1.6%,-2.3
CCSc1nnc(NC(=O)c2cnccn2)s1,7.7%,nt
COC(=O)CSc1nc2ccc(N)cc2s1,1.8%,nt
O=C(CCCCn1c(=O)[nH]c2ccsc2c1=O)NCCc1ccccc1,0.7%,nt
O=C1c2ccccc2C(=O)N1CCCc1c[nH]c2ccccc12,-3.1%,-0.6
OC(CNCc1ccccc1)Cn1ccc2ccccc21 (centres undefined),-0.8%,3.1
O=C(NC1CCCC1)C1CCC(=O)N1C1CCCC1 (centres undefined),0.4%,5.3
CC1CCCCN1C(=O)c1cccc(NC(=O)c2ccccc2)c1 (centres undefined),-5.9%,10.9
CC1=C(C(=O)OCC2CCCO2)C(c2coc3ccccc3c2=O)C2=C(CC(C)(C)CC2=O)N1 (centres undefined),-1.2%,-6.5
Cc1ccc(S(=O)(=O)CC(=O)Nc2ccc(F)c(F)c2F)cc1,0.6%,8.4
Cc1ccccc1CNC(=O)C(=O)Nc1nccs1,-4.3%,-7.1
O=C(NCCCCc1ccccc1)c1ccccc1Cl,8.2%,5.9
BrCCOCCOc1ccc2ccccc2c1,-2.4%,nt
O=C(CC1C(=O)NCCN1C(=O)Nc1ccccc1)Nc1ccc2c(c1)OCO2 (centres undefined),2.2%,6.0
CC1(C)Cc2ccccc2-c2nc3ccccc3c(=O)n21,-4.4%,19.3
O=S(=O)(Nc1nc(-c2sccc2Cl)cs1)c1cc(Cl)ccc1Cl,7.4%,nt
CC(=O)Nc1ccc(Br)cc1C(=O)C(=O)O,-2.5%,0.3
CC(=O)Nc1ccc(OCC(=O)NCc2ccc3c(c2)OCO3)cc1,3.3%,6.5
Nc1ccc2nc3c(c(Cl)c2c1)CCCC3,2.2%,-5.1
CC1(C)CC(=O)C=C(NC2CC(C)(C)NC(C)(C)C2)C1,5.5%,5.3
CCN(c1ccccc1)S(=O)(=O)c1ccc(OC)c(NS(=O)(=O)c2cccs2)c1,2.2%,4.9
CCc1ccc(N2C(=O)CN(CC(=O)OC)C2=S)cc1,-1.4%,-0.4
COCCNC(=O)CSc1nc2cc(OC)c(OC)cc2c(=O)n1CCC1=CCCCC1,-0.1%,-8.7
Cc1ccn2cc(CCNC(=O)COc3ccccc3)nc2c1,3.1%,nt
CCOC(=O)C1(C)C=C(Nc2ccccc2)C(=O)N1c1ccccc1 (centres undefined),0.7%,2.3
Cn1c(=O)c2c(SCc3c(F)cccc3Cl)nc(CC(C)(C)C)nc2n(C)c1=O,-7.7%,32.8
O=C(CNC(=O)C1COc2ccccc2O1)N/N=C\c1cccc(O)c1 (centres undefined),-2.3%,9.8
S=C(Nc1ccc(Cl)cc1)N(CCCN1CCOCC1)Cc1ccco1,-0.1%,2.3
O=C(NCCN1CCCCCC1)C1CC(=O)N(CCc2ccccc2)C1 (centres undefined),-9.4%,24.9
CCCCC1CCC(C(=O)Nc2ccc(S(=O)(=O)Nc3nccs3)cc2)CC1 (centres undefined),-2.4%,-2.3
Cc1ccn2c(C(=O)N/N=C\c3cccs3)c(C)nc2c1,-1.2%,nt
Cc1cc(C)nc(Nc2n[nH]c(Cc3ccccc3)n2)n1,6.2%,nt
CCCCc1nc(SCC(=O)Nc2ncccn2)n[nH]1,nt,-1.3
Cc1ccc(C)c(OCCn2cc(C(=O)O)c3ccccc32)c1,-1.7%,2.2
NC1=NC[C@H](Cc2ccc(O)cc2)N1CCC12CC3CC(CC(C3)C1)C2,-13.6%,nt

# Brought forward from above: 3 compounds, then new ones.
smiles,M. tuberculosis GlmU,Mtb RmlCD inh
CCCCc1nc(SCC(=O)Nc2ncccn2)n[nH]1,nt,-1.3
Cc1ccc(C)c(OCCn2cc(C(=O)O)c3ccccc32)c1,-1.7%,2.2
NC1=NC[C@H](Cc2ccc(O)cc2)N1CCC12CC3CC(CC(C3)C1)C2,-13.6%,nt
CC(=O)N1NC(=Nc2ccccc2)SC1(C)C,2.9%,5.2
CCOC(=O)C1=C(N)OC2=C(C(=O)CCC2)C12C(=O)N(C)c1ccccc12 (centres undefined),2.1%,4.3
Cc1ccc(-c2nnc(CSc3nnc(COc4ccccc4)n3-c3ccccc3)o2)cc1,1.2%,nt
O=C(N/N=C/c1ccccc1C(=O)O)c1ccc(COc2cccc3cccnc23)cc1,0.1%,-13.3
Cc1cccc2cc(CN(CCN3CCCC3)C(=O)NC3CCCCC3)c(=O)[nH]c12,-2.5%,46.8
Cc1nn(-c2ccc(Cl)cc2)c(N)c1C(O)(CSc1nccn1C)C(F)(F)F (centres undefined),1.3%,10.4
CC(C)Sc1nc2ccccc2n1CC(=O)NCc1ccc2c(c1)OCO2,5.7%,3.5
O=S(=O)(/N=C(/Nc1cc(N2CCOCC2)ncn1)c1ccccc1)c1ccccc1,-3.4%,nt
O=c1c2ccccc2nc(SCc2cccc(F)c2)n1Cc1ccco1,-0.5%,3.3
C=CCn1c(SCc2cc(=O)n3ccsc3n2)nc2sc(C)c(C)c2c1=O,0.7%,nt
O=C(OCc1nnc(-c2ccccc2)o1)c1cn(-c2ccccc2)nc1-c1ccccc1,0.5%,7.3
CS/C(=N\NC(N)=O)c1ccccc1,-2.0%,-4.5
COc1cc(/C=C2\SC(=O)N(Cc3ccc(F)cc3)C2=O)cc([N+](=O)[O-])c1O,-1.3%,-17.9
Cc1cccc(/C=N/c2sc3c(c2C#N)CCN(Cc2ccccc2)C3)c1O,1.4%,nt
O=S(=O)(Nc1ccccc1Cl)c1ccc(F)cc1,2.1%,nt
CN(C)C(CNC(=O)CSc1nnc(-c2ccco2)o1)c1ccccc1 (centres undefined),2.7%,nt
CC(=O)N(C)c1ccc(N=Nc2c(C)[nH]n(C(N)=S)c2=O)cc1,-3.7%,8.7
COc1ccc(-n2c(=S)[nH]c3cc(C(=O)O)ccc3c2=O)cc1,-0.1%,-9.4
O=C(COC(=O)Cc1cn2ccsc2n1)Nc1nc2ccccc2s1,5.3%,nt
CCOC(=O)C1=NNC2(c3ccc(C)cc3)C(=O)N(c3ccc(Cl)cc3)C(=O)C12 (centres undefined),0.1%,-9.7
C=CCn1c(COc2ccccc2F)nnc1SCC(=O)N1CC(=O)Nc2ccccc21,nt,19.6
COc1ccc(C(C)=O)cc1CSc1nc(C)cc(C)n1,0.6%,-11.3
COc1ccc(-c2nn(-c3ccccc3)cc2C(=O)N2CCOCC2)cc1,3.6%,12.6
COc1cccc(CNCCO)c1OCc1ccccc1,0.3%,-7.8
O=C(Oc1cccc(NC(=O)c2ccco2)c1)c1cccc(S(=O)(=O)N2CCCCC2)c1,0.1%,nt
CSc1ncccc1C(=O)OCC(=O)Nc1cc(C(F)(F)F)ccc1N1CCOCC1,-4.6%,-9.3
CC(C)OC(=O)c1cc2c(ccn2C)n1CC(=O)N(Cc1ccccc1)c1ccc(F)cc1,0.1%,6.5
CCC(Oc1ccccc1)C(=O)Nc1nnc(C(F)(F)F)s1 (centres undefined),-0.6%,-3.8
CCCNC(=O)N1CCN(c2ncccn2)CC1,-1.0%,nt
CCOC(=O)c1cnc(SCC(=O)Nc2cc(OC)ccc2OC)nc1N,7.8%,-8.1
O=C(CN1CCC(O)(c2ccc3c(c2)OCO3)CC1)OC1CCCCC1,-1.9%,nt
Cc1cc(OCC(=O)OCC(=O)Nc2cc(C(F)(F)F)ccc2N2CCOCC2)ccc1Cl,-3.5%,-10.2
Nc1ccc(N=Nc2ccccc2)cc1,-5.4%,7.7
O=C(c1ccc(N2CCCC2)c([N+](=O)[O-])c1)N1CCN(CCO)CC1,0.4%,12.5
CCCNC(=O)c1cccc(COCC(F)(F)F)c1,4.0%,nt
Cc1cc(-n2nc(C)cc2C)nc(N)n1,8.2%,-11.3
Cc1cccc(NCc2n[nH]c(=S)n2-c2ccccc2)c1,-1.5%,8.1
CCn1c(CNC(=O)Cc2ccc(OC)cc2)nnc1SCCOc1ccccc1,-0.1%,nt
CCC(CC)C(=O)Nc1cc(NC(=O)C(CC)CC)cc(C(=O)O)c1,0.2%,-9.0
COc1ccc(CN=C2NC(=O)CC(C(=O)Nc3ccc(Cl)cc3)S2)cc1 (centres undefined),1.3%,1.0
Cc1ccc(Nc2nc(=O)c3cc([N+](=O)[O-])ccc3s2)cc1,-0.6%,5.5
Cn1c(O)c(C=NCCN2CCOCC2)c(=O)[nH]c1=S,0.6%,nt
COc1ccc(C(CNC(=O)/C=C/c2c(Cl)nc3ccccn23)N(C)C)cc1 (centres undefined),-0.5%,16.0
CCCCOC(=O)CSCC(=O)N1N=C(c2cccs2)CC1c1ccc(F)cc1 (centres undefined),-8.9%,26.6
CCn1c(C)nc2cc(C(=O)OC)ccc21,-4.6%,2.8
CCOC(=O)c1c(C)oc2c1c1c(c3ccccc32)OCN(CCCC(=O)O)C1,nt,5.0
CCCn1nnc(NC(=O)c2ccc(OCC)c(Cl)c2)n1,-2.1%,nt
CS(=O)(=O)N1CCC(Oc2ccccc2C(=O)NC2CCOC2)CC1 (centres undefined),-6.3%,nt
Cc1occc1C(=O)NNC(=O)c1ccccc1Br,-7.0%,-11.5
CCc1nnc(NC(=O)C2CCCN2C(=O)NC2CCCCC2)s1 (centres undefined),4.8%,nt
O=S(=O)(Nc1nc2ccccc2nc1NCCN1CCOCC1)c1cccc(Cl)c1,1.9%,2.8
O=C(NNC(=O)C1CCCCC1)c1cnccn1,2.1%,nt
CCOc1ccc(CCNS(=O)(=O)c2ccc3c(c2)NC(=O)CC(=O)N3)cc1OCC,5.2%,-8.7
O=C(Nc1ccn(Cc2cccc3ccccc23)n1)c1cccnc1,-0.7%,-7.9
COc1ccc(C2CC(=O)c3cnc(NC(=O)c4cccc(OC)c4)nc3C2)cc1 (centres undefined),-2.2%,8.9
COc1ccc(C2(CNC(=O)Cc3ccc(OC)c(OC)c3)CCOCC2)cc1,-5.4%,15.7
CC(C)(C)C(=O)Cn1ncc(NC2CC2)c(Br)c1=O,-2.5%,-10.1
CCC(C(=O)NCc1cccnc1)c1ccccc1 (centres undefined),-4.5%,17.0
CN(C)c1ncc(C2=C(Cl)C(=O)C(N3CCCC3)=C(Cl)C2=O)s1,11.2%,nt
COC(=O)c1c(Oc2nc(OC)cc(OC)n2)cccc1Oc1nc(OC)cc(OC)n1,-1.6%,-9.2

# More records:
smiles,M. tuberculosis GlmU,Mtb RmlCD inh
CC(=O)Nc1ccc(S(=O)(=O)N2CCN(c3nnnn3-c3ccccc3)CC2)cc1,-1.1%,-1.4
Cc1cc(C)nc(NC(=S)Nc2ccc(Br)cc2Cl)c1,1.4%,-4.8
CC(=O)c1sc(C(C)(C)C)cc1NC(=O)CCC(=O)O,-0.3%,21.3
COC(=O)c1[nH]c2cc(OC)ccc2c1NC(=O)CN1CCC(C(N)=O)CC1,7.8%,25.7
COC(=O)C(Cc1ccc(O)cc1)NC(=O)CCC(=O)Nc1ccc(S(N)(=O)=O)cc1 (centres undefined),0.2%,81.0
CC(=O)Nc1ccc(NC(=O)CCn2cnnn2)cc1,0.2%,8.7
CC(C)(C)c1ccc(-c2nnc(SC3CCOC3=O)n2Cc2ccccc2)cc1 (centres undefined),2.9%,nt
Cn1c(/C=N/c2nc3ccccc3[nH]2)nc2ccccc21,-1.6%,2.6
O=C(NC1CCCCC1)C1CCN(S(=O)(=O)N2CCOCC2)CC1,-3.6%,-3.8
CCOC(=O)c1c(Cc2ccccc2)c[nH]c1C,-5.4%,2.7
Cc1cccc(NC(=O)Cn2cnc3ccc(S(=O)(=O)N4CCC(C)CC4)cc3c2=O)n1,2.0%,nt
COc1ccc(N2CC(C(=O)N/N=C/c3ccc(C)cc3)CC2=O)cc1 (centres undefined),-0.8%,-1.0
CC(C)n1c(O)c(C=NCc2ccccc2)c(=O)[nH]c1=S,0.2%,1.3
CC(C)c1nc(SCC(=O)c2ccc(F)cc2)c2ccccc2n1,-1.8%,2.7
COC(C#CCCN(C)C)(c1ccccc1)c1ccccc1,-1.7%,nt
